Assay outcomes (PubChem BioAssay)
tim10-1 inh: tim10-1 yeast growth inhibition | inhibition, % at 20 µM | S. cerevisiae tim10-1 ts strain growth, BacTiter-Glo, 24 h | AID 463190 | 2.2% of 330,000 active;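 active = inhibition of at least 40%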;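 also: mutant grown at 25 °C; 0% = DMSO wells with yeast and 100% = wells holding no yeast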
GRIN3A LBD mod: modulators (binders) of human NR3A ligand-binding domain | NR3A LBD differential scanning fluorimetry, Tm shift; 0% = protein alone, 100% = glycine-bound protein | Tm shift relative to glycine control, % at 25 µM | 2.5% of 340,000 active | AID 1259313;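 active = melting temperature shift of at least 10% of the positive control shift, at one fixed dose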
XBP1 UPR activ: adaptive UPR (XBP1) activation. activation, % at 20 µM. CHO-XBP1 luciferase reporter, IRE1-XBP1 UPR activation, luminescence; percent of tunicamycin response, DMSO as zero. 0.33% of 330,000 active;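 active = versus positive control, 20 µM dose yields 30% or more activation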;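 also: 100% = tunicamycin at 10 µg/mL and 0% = DMSO only wells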
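Material: CHO cell line with stable XBP1 luciferase reporter; buffer or medium: F12 medium containing 10% fetal bovine serum; compound: single point, 20 µM final compound, 1% DMSO; incubation: 6 h treatment, 37 °C; measured by: glow luminescence from Steady-Glo reagent; evaluation: activation, % of tunicamycin; control set: tunicamycin high, DMSO low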
TIM10 inh: TIM10 yeast growth inhibition. 1.4% of 330,000 active. inhibition, % at 10 µM. S. cerevisiae TIM10 strain growth, BacTiter-Glo luminescence, 24 h;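 active = inhibition of 40% or more at the single tested concentration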;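 also: wild-type TIM10 isogenic control strain grown at permissive 25 °C; 0% = DMSO yeast wells and 100% = minimal medium wells without yeast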
Mdm2-MdmX inh: inhibitors of human Mdm2/MdmX interaction; AID 485346; 3% of 330,000 active; inhibition, % at 8 µM; SaOS-2 split-luciferase Mdm2/MdmX complementation, luminescence; O15151+Q00987;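 active = inhibition of at least 50% at 8 µM in the primary screen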
Target sequence (O15151 whole entry, looked up): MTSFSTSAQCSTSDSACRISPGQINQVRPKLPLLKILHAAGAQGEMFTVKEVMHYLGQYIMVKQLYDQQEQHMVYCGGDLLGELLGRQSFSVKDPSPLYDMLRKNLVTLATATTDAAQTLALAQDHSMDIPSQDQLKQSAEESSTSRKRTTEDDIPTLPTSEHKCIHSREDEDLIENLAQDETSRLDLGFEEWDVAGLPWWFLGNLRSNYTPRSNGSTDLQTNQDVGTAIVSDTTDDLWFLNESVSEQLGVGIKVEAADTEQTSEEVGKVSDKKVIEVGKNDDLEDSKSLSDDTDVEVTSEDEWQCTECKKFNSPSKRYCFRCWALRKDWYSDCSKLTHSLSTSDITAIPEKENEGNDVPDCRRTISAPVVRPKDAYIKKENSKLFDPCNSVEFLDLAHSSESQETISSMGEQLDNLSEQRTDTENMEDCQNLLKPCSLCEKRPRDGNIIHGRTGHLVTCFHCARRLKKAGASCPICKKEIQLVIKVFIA
Target sequence (Q00987 whole entry, looked up): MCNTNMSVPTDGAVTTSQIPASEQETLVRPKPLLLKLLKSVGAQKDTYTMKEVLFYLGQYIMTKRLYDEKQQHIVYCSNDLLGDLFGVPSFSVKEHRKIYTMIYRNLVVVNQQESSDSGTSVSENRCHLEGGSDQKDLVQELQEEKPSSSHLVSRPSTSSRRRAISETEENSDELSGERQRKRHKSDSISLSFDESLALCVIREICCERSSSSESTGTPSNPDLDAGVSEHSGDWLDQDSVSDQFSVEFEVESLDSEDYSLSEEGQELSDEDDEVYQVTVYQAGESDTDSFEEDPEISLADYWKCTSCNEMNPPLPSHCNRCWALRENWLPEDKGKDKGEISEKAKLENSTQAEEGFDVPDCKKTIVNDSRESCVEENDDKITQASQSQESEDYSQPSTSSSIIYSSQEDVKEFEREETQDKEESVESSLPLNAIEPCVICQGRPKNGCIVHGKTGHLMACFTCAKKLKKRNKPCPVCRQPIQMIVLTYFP
tim23-1 inh: inhibits growth of tim23-1 mutant yeast. S. cerevisiae tim23-1 growth, BacTiter-Glo luminescence, 24 h. inhibition, % at 20 µM. 1.3% of 330,000 active;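 active = growth inhibition of the mutant yeast at or above 50%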;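 also: temperature-sensitive mutant grown at 25 °C; plate controls were DMSO-treated mutant yeast for no effect and medium wells lacking yeast for full effect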
CHOP UPR activ: activators of apoptotic arm of unfolded protein response (CHOP); CHO-CHOP luciferase reporter, UPR activation, luminescence; percent of tunicamycin response over DMSO baseline; 0.34% of 330,000 active; activation, % at 10 µM;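 active = at 10 µM dose, activation of 40% or more, normalized to positive control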;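 also: 100% = tunicamycin at 10 µg/mL and 0% = DMSO alone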
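System: CHO-CHOP luciferase reporter cell line; amount: 500 cells/well; buffer or medium: F12 medium containing 10% fetal bovine serum; incubation: 6 h compound exposure at 37 °C after overnight seeding; measured by: luciferase luminescence after 10 min with Steady-Glo reagent; evaluation: % reporter activation, DMSO baseline versus tunicamycin full activation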
NALP3 yeast inh: inhibitors of NALP3 inflammasome in yeast | inhibition, % at 10 µM | Yeast reconstituted NLRP3/ASC/caspase-1, beta-gal luminescence, 24 h | AID 2825 | 0.39% of 330,000 active;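 active = inhibition of 50% or more; inactive = inhibition below 50%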;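 also: plate controls were induced DMSO wells for no effect and uninduced yeast grown without galactose for full effect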
APJ ag: APJ receptor agonism | AID 2520 | 0.11% of 330,000 active | activation, % at 20 µM | CHO-K1 APJ PathHunter beta-arrestin, luminescence; 0% DMSO wells, 100% apelin | P35414;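 active = activation more than six SD over the plate average, tested at 20 µM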;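 also: 0% = DMSO alone and 100% = apelin-13 at 10 nM; some results filed as inactive read as strong as hits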
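Material: CHO-K1 APJ beta-arrestin complementation cell line; Input: cell density 1000 per well; Incubation: compound stimulation 90 min at 25 °C, detection 60 min; Signal: luminescence from split beta-galactosidase complementation, Galacton Star/Emerald II substrate; Controls: DMSO-only wells as negative, 10 nM Apelin-13 as positive control.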
An asterisk follows results filed as active.

structure,tim23-1 inh,NALP3 yeast inh,XBP1 UPR activ,GRIN3A LBD mod,Mdm2-MdmX inh,TIM10 inh,APJ ag,tim10-1 inh,CHOP UPR activ
CCC(C(=O)NC1CCCC1)N(C(=O)Cn1nnc(-c2ccc(OC)c(OC)c2)n1)c1cccc(O)c1 (stereo not given),5,14,-1,0,5,3,2,-1,0.3
COc1ccc2c(c1)c(=O)oc1cc(O)ccc12,16,30,4,-6,12,6,-3,6,0.6
O=C(COC(=O)C1(c2ccc(F)cc2)CCCC1)N1CCOCC1,6,-5,-2,2,6,1,-3,-11,-1.0
CCOC(=O)N1CCN(C(=O)CCCCCn2c(=S)[nH]c3cc4c(cc3c2=O)OCO4)CC1,-2,17,-1,-5,-7,21,0,13,0.0
CC(=O)N=c1c(C#N)cc2c(=O)n3cccc(C)c3nc2n1CCCOC(C)C,-8,2,-4,3,2,-6,-2,-2,-0.2
O=C(NN=Cc1ccc(N2CCOCC2)s1)c1ccc([N+](=O)[O-])cc1,-11,23,2,3,33,-12,0,9,-1.4
O=c1ccc2cc(S(=O)(=O)N3CCN(c4cc(Cl)ccc4Cl)CC3)ccc2o1,25,5,-2,-3,7,42*,-4,42*,0.7
C=CCN(CC=C)S(=O)(=O)c1ccc(NC(=S)NC(=O)c2ccco2)cc1,13,18,-5,-1,15,-5,-1,3,-3.7
c1ccc2[nH]c(CSc3nccs3)nc2c1,18,19,2,0,-33,-1,-2,-6,2.1
CC(Sc1nnc(NC2CCCCC2)s1)C(=O)N1CCOCC1 (stereo not given),3,7,-3,0,0,-3,5,5,-2.2
Cc1cc(C(=O)N/N=C/c2ccc3c(c2)OCO3)c(C)o1,5,9,1,-1,-21,4,0,-7,6.0
C=CCOc1ccc(C2NC(=O)c3ccccc3O2)cc1OCC (stereo not given),16,17,-6,-5,12,4,1,9,0.6
COc1ccccc1Nc1ccc(N)cc1,0,33,0,-4,38,5,-3,12,-0.2
COc1c(F)c(F)cc2c(=O)c(C(=O)O)cn(C3CC3)c12,14,8,1,-1,-21,-11,-1,14,1.9
CCCS(=O)(=O)N1CCCC(C(=O)NCC(OC)OC)C1 (stereo not given),4,18,0,-1,11,7,-3,-1,-0.9
O=C1NC(Nc2nc3ccccc3s2)(C(F)(F)F)C(=O)N1C1CCCCC1 (stereo not given),59*,-6,4,14*,66*,53*,-1,56*,-1.0
COc1ccc(CCN2CC(C(=O)NCCc3cn[nH]c3)CCC2=O)cc1 (stereo not given),7,13,-3,0,7,9,-1,16,-0.9
Cn1cccc1CNCc1ccccc1Cl,15,-5,0,-1,15,5,-4,14,0.2
CCn1cc(C(=O)NCCCN(C)c2ccccc2)c(=O)c2cc(S(=O)(=O)N(C)C)ccc21,11,11,0,1,34,4,-3,10,0.9
Cc1ccccc1-n1c(-c2ccc(Br)o2)n[nH]c1=S,3,13,-2,0,14,2,-4,2,0.9
COc1cc(OC)cc(C(=O)NCCC(=O)NCCc2ccc(OC)c(OC)c2)c1,-1,-15,0,-5,9,-10,-4,-3,-1.7
Cc1cccc(N(CC(=O)NC2CCCCC2)C(=O)c2c(C)noc2C)c1,4,9,0,-2,3,7,0,14,-0.3
CCC(=O)Nc1ccc(NC(=O)c2cccc(OC)c2)nc1,18,5,3,-27,-89,25,5,14,3.4
COC(=O)c1ccc(C(=O)OC)c(NC(=O)CN(C)Cc2ccc(Cl)c(Cl)c2)c1,8,16,-2,0,8,5,-4,8,-1.0
O=C(Nc1cccc2ccccc12)NC1CCCc2ccccc21 (stereo not given),-17,7,-1,-1,7,-1,-5,15,1.6
COc1ccc(C(=O)NC(=O)COC(=O)c2ccc(C)o2)cc1,-4,20,-2,2,10,-5,-2,-18,-1.5
Cc1ccc(OCCNC(=O)c2cccc(C)c2)cc1,12,25,-1,2,-13,-17,0,-1,2.3
Cc1c(OCC(=O)NC2CCN(Cc3ccccc3)CC2)ccc2c3c(c(=O)oc12)CCC3,20,14,-5,1,24,13,-2,16,-0.5
Cc1[nH]c2ccccc2c1C(=O)CN1CCC2(CC1)OCCO2,3,9,-4,-3,2,0,-2,9,-0.1
Cc1occc1C(=O)N1CCCC(N2CCN(c3cccc(C(F)(F)F)c3)CC2)C1 (stereo not given),28,1,-2,1,14,22,-2,21,1.9

Some of these compounds in order of number of heavy atoms, highest first.
structure,tim23-1 inh,NALP3 yeast inh,XBP1 UPR activ,GRIN3A LBD mod,Mdm2-MdmX inh,TIM10 inh,APJ ag,tim10-1 inh,CHOP UPR activ
COc1cc(OC)cc(C(=O)NCCC(=O)NCCc2ccc(OC)c(OC)c2)c1,-1,-15,0,-5,9,-10,-4,-3,-1.7
O=C(COC(=O)C1(c2ccc(F)cc2)CCCC1)N1CCOCC1,6,-5,-2,2,6,1,-3,-11,-1.0
Cc1cc(C(=O)N/N=C/c2ccc3c(c2)OCO3)c(C)o1,5,9,1,-1,-21,4,0,-7,6.0

Later entries:
structure,tim23-1 inh,NALP3 yeast inh,XBP1 UPR activ,GRIN3A LBD mod,Mdm2-MdmX inh,TIM10 inh,APJ ag,tim10-1 inh,CHOP UPR activ
COc1ccc(C(=O)N(C)Cc2ccccn2)cc1OC1CCN(C(C)C)CC1,5,-7,-2,0,-7,-11,-5,6,-0.2
CC(=O)NC(CC(=O)OCc1ccc([N+](=O)[O-])cc1)c1ccccc1 (stereo not given),6,-12,1,-2,-8,0,0,-10,1.9
COc1ccc(NC(=S)N2CCN(c3ccc([N+](=O)[O-])cc3)CC2)cc1OC,-13,13,-2,-3,2,-11,-1,-24,-1.2
CC(C)c1ccc(NC2CCCN(C(=O)C3=NN(C)C(=O)CC3)C2)cc1 (stereo not given),11,15,-6,-1,28,-13,-9,17,1.0
O=C(O)c1ccc(N/N=C/c2cccc3nccnc23)cc1,9,14,4,0,17,6,-2,2,8.8
CC1=C(C(=O)Nc2ccc(C)cc2)C(c2cccs2)NC(=S)N1 (stereo not given),9,24,-2,-4,-12,11,-1,0,0.9
Cc1nc2ccccc2n1CSc1ccccc1,9,10,1,-2,12,16,1,16,3.9
Cc1ccc(CNC(=O)Cn2ccc3ccccc3c2=O)o1,12,8,-1,-1,25,3,-2,6,-2.0
Cn1c(=O)c2c(ncn2CC(=O)NC2CCCCC2)n(C)c1=O,1,-4,-3,1,3,9,7,-8,-0.3
COc1ccc(C(=O)OCC(=O)Nc2ccccc2)cc1[N+](=O)[O-],15,23,-5,-2,14,-5,-1,1,-0.6
Cc1cc(C(F)F)n2nc(C(=O)Nc3cccnc3Cl)nc2n1,1,24,-4,1,-2,2,-4,-5,0.3
Cc1ccc(-c2cn3cccnc3n2)cc1NC(=O)c1ccc(Br)o1,-7,-3,-2,2,14,11,-3,6,0.2
CCCc1cc(C(=O)Nc2cccnc2Cl)no1,15,15,1,0,-19,22,-4,16,2.9
CCOc1nonc1C(=N)/C(C(C)=O)=C(\C)O,1,11,-6,-1,6,-3,-1,11,-2.4
COC(=O)c1ccc(C(=O)Nc2cc(Cl)ccc2Cl)cc1NC(=O)c1ccc(N(C)C)cc1,-6,-15,3,0,70*,-13,-6,-8,3.3
CC(C)(C)OC(=O)NCc1ccc(NC(=O)c2nc[nH]c2C(=O)N[C@@H](Cc2ccccc2)C(=O)OCc2ccccc2)cc1,13,12,-4,1,60*,15,3,10,3.2
Cc1ccc(-n2nc(C)c3c2OC(N)=C(C#N)C3c2ccoc2)cc1 (stereo not given),36,26,0,2,-23,13,-6,33,0.9
O=C(CCN1C(=O)/C(=C/c2cccs2)SC1=S)NNC(=O)c1cccc(O)c1,-3,20,2,-5,-31,-25,1,7,0.2
O=C(Nc1ccccc1C(=O)NC1CCCC1)NC1CCCC1,5,12,0,1,-6,0,-3,0,-2.1
COc1ccc(C)cc1Nc1n[n+](-c2ccccc2)c(-c2c(OC)ccc3ccccc23)s1,25,13,2,-19,92*,24,17,33,17
COC(=O)c1sc(NC(=O)CCCn2nc([N+](=O)[O-])cc2C)c(C(=O)OC)c1C,10,3,1,10,-10,9,-2,11,1.8
CC(=O)Nc1ccc(S(=O)(=O)N2CCN(c3cc(C)nc4ccccc34)CC2)cc1,4,-2,-2,2,19,9,0,1,0.2
Cc1ccc2nc(N(CCCN(C)C)C(=O)c3ccc(S(=O)(=O)N(C)C)cc3)sc2c1,9,1,-1,-2,2,26,-1,13,3.3
Fc1ccc(CSc2nnc(-c3ccco3)o2)cc1,11,10,2,-1,-8,5,-6,4,1.7
Cc1cc(NC(=O)CSc2nccn2-c2ccc(Cl)cc2)no1,5,15,0,1,17,-6,-2,4,-1.5
O=C(CSc1nnc(-c2cccs2)n1CC1CCCO1)N1CCCC1 (stereo not given),9,13,3,2,7,4,-6,2,0.5
COCCCN1C(=O)C(=O)/C(=C(/O)c2ccc(OC(C)C)cc2)C1c1ccc(O)c(OC)c1 (stereo not given),-5,9,2,-1,2,0,-3,11,-1.5
CC(=O)Nc1cc(C(F)(F)F)ccc1OCC1CCCO1 (stereo not given),0,11,1,-2,7,-18,-6,8,-0.8
Nc1cc(C(=O)OCC(=O)Nc2cccc(S(=O)(=O)N3CCOCC3)c2)ccc1Cl,0,1,-5,-5,7,5,-1,-2,-1.0
